NALP3 yeast inh = NALP3 inhibition in yeast | Yeast reconstituted NLRP3/ASC/caspase-1, beta-gal luminescence, 24 h | actives 0.39% (n = 330,000) | AID 2825 | inhibition, % at 10 µM;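 active means inhibition of 50% or more; inactive means inhibition below 50%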;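 further: plate controls were induced DMSO wells for no effect and uninduced yeast grown without galactose for full effect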
SENP6 inh = SENP6 protease inhibition | inhibition, % at 10 µM | actives 1.8% (n = 330,000) | Q9GZR1 | AID 2599 | Recombinant SENP6 catalytic domain, aminoluciferin luminescence;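 active means inhibition above about 50% at the single tested dose, limit read from the data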;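 further: plate controls were DMSO wells with enzyme for no effect and DMSO wells lacking enzyme for full effect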
Target sequence (Q9GZR1 628-1112 limits assumed): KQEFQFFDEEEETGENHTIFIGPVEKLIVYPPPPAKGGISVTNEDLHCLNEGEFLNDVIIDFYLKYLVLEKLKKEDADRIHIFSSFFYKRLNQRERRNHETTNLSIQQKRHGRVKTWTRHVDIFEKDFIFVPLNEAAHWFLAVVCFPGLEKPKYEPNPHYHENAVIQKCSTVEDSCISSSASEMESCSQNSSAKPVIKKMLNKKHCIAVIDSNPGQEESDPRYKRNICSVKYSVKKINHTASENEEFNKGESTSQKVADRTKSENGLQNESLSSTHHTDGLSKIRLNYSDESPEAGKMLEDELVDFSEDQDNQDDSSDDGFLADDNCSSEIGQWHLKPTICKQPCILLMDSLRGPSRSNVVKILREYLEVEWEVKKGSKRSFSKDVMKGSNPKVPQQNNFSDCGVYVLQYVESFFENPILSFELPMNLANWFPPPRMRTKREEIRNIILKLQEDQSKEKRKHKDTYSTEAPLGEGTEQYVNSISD
SENP1 inh = blocks the human SENP1 SUMO protease catalytic domain; AID 624204; inhibition, % at 10 µM; recombinant SENP1 catalytic domain, CyPet-SUMO1-YPet FRET cleavage; actives 0.21% (n = 360,000);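 active means inhibition at least 30% at 10 µM, raw YFP signal under a set limit, fluorescence ratio 0.5 to 1.5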;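 further: 0% = enzyme with DMSO and 100% = no enzyme wells; some results filed as inactive read as strong as hits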
Target sequence (Q9P0U3 419-644 limits assumed): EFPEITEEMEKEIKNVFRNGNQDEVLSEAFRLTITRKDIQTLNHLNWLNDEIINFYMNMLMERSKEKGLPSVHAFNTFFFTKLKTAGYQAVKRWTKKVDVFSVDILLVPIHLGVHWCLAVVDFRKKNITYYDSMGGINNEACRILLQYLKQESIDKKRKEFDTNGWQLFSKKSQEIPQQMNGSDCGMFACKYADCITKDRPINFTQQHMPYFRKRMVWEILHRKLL
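Assay system – human recombinant His6-tagged SENP1 catalytic domain enzyme · Input – SENP1 enzyme, 20 pM final · Buffer or medium – Tris pH 8 buffer plus EDTA, NaCl, BME, BSA, NP40, catalase · Schedule – 50 min reaction at room temperature · Technique – FRET read of cyan and yellow fluorescence · Control set – no-enzyme wells low, DMSO-plus-enzyme wells high control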
SENP7 block = inhibitors of human SENP7 protease. Q9BQF6. actives 1.5% (n = 330,000). recombinant SENP7, Z-RLRGG-aminoluciferin luminescence, 40 min. inhibition, % at 5 µM. AID 434973;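 active means inhibition above about 50% at the single test dose, limit read from the data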;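 further: plate controls were DMSO with enzyme for no effect and no enzyme buffer wells for full effect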
PfGluPho inh = PfG6PD (Plasmodium falciparum) enzyme inhibition. AID 504690. actives 0.78% (n = 350,000). inhibition, % at 20 µM. PfGluPho enzyme, NADPH resazurin-diaphorase fluorescence;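 active means inhibition reaching at least a set limit at 20 µM in the primary screen, cut at about 59% in these data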;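 further: 0% = DMSO wells with substrate and 100% = DMSO wells lacking glucose-6-phosphate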
HKDC1 inhibitor = HKDC1 (human) hexokinase inhibition; Q2TB90; recombinant HKDC1, G6PDH/diaphorase resazurin coupled fluorescence; inhibition, % at 20 µM; actives 0.16% (n = 340,000);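 active means inhibition above about 35% when tested at 20 µM, limit read from the data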;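 further: plate controls were DMSO wells with enzyme for no effect and DMSO wells lacking enzyme for full effect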
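Test system: Recombinant HKDC1 (HK5) hexokinase enzyme, produced in-house | Input: HKDC1 at 5 µg/mL | Buffer or medium: Tris pH 8.0 buffer with MgCl2, Tween-20, BSA, BME | Schedule: 90 min reaction incubation at room temperature, dark | Technique: Resazurin-to-resorufin fluorescence via G6PDH and diaphorase coupling, 525/613 nm | Controls: DMSO wells with and without enzyme mix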
SENP8 block-1 = blocks the human protease SENP8 | purified SENP8, Z-RLRGG-aminoluciferin cleavage, luminescence | inhibition, % at 10 µM | AID 2540 | actives 1.2% (n = 330,000); in the data active means inhibition above about 50%
Target sequence (Q96LD8 whole entry, looked up): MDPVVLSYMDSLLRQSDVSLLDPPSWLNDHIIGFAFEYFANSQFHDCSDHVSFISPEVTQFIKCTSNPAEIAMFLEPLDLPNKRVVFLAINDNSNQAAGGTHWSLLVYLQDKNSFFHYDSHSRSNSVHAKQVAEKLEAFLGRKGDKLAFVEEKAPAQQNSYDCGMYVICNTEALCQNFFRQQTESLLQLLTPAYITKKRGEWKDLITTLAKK
Apaf1 inhib = human Apaf-1 inhibition; AID 489030; actives 0.71% (n = 330,000); reconstituted apoptosome caspase-3 activity, DEVD-Rh110 fluorescence; inhibition, % at 20 µM; O14727; active means inhibition of at least 40% at 20 µM;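 further: plate controls were DMSO wells for no effect and DEVD-CHO caspase inhibitor wells for full effect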
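detection = Rh110 fluorescence intensity | test system = biochemical Apaf-1 apoptosome reconstitution | also added = cytochrome c and DEVD-Rh110 substrate | schedule = 30 min plus 50 min, RT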
SENP8 block-2 = inhibitors of human SENP8 protease | Q96LD8 | recombinant SENP8, Nedd8 substrate fluorescence | inhibition, % at 20 µM | actives 0.64% (n = 360,000) | AID 602440; in the data active means inhibition mostly above about 40%, no sharp cut-off; inactive means mostly below about 27%
An asterisk follows results filed as active; / = not tested or not shown.

cpd	SMILES	NALP3 yeast inh	SENP6 inh	SENP1 inh	SENP7 block	PfGluPho inh	HKDC1 inhibitor	SENP8 block-1	Apaf1 inhib	SENP8 block-2
1	COc1ccc(-c2cc(=NCC(=O)O)c3ccccc3o2)cc1	39	16	-21	20	-2	-1	9	7	-298
2	CCOC(=O)[C@]1(C#N)[C@@H]2C=CC(C(N)=O)=CN2[C@@H](C(N)=O)[C@@H]1c1ccc(F)cc1	11	-6	-25	-3	3	7	2	-10	-59
3	CC(=O)OC1(c2ccc(C)cc2)CN2CCC1c1ccccc12 (stereo not drawn)	8	-3	-1	-10	-32	-11	-17	8	18
4	COCCOC(=O)C1=C(N)Oc2c(c(=O)oc3ccccc23)[C@@]12C(=O)Nc1ccccc12	4	-4	2	-4	12	-3	3	2	10
5	CN(C/N=C(\N)N[N+](=O)[O-])S(=O)(=O)c1ccccc1	19	11	1	-5	-9	4	-2	-12	11
6	CC(C)c1ccc(-n2c(O)c(/C=N/NC(=O)c3ccncc3)c(=O)[nH]c2=O)cc1	19	3	-53	11	-10	0	0	4	-271
7	O=C(c1ccc2c(c1)N(Cc1ccccc1)CCS2)N1CCC2(CC1)OCCO2	9	-7	3	-5	-6	4	-2	8	-350
8	Cc1ccc(-c2cc(-c3ccccc3)cc(-c3ccccc3)[n+]2-c2ccccc2C(=O)O)cc1	19	11	-24	-3	11	-2	5	13	-495
9	COC(=O)C1=C(c2ccc3ccccc3c2)C[C@@H]2CC[C@H]1N2C(=O)NC1Cc2ccccc2C1	17	-8	0	-1	23	4	10	17	15
10	Cc1ccccc1-n1c(C)nc2ccsc2c1=O	4	-1	-1	-8	-2	2	-6	-18	30
11	C[C@]12CC[C@@H](O)CC1=CCC1C2CC[C@@]2(C)C1C[C@@H](F)[C@H]2O (stereo partly drawn)	/	/	2	/	-10	-6	/	/	-1
12	CCC1(CC)C(=O)NC(=NCCc2c[nH]c3ccccc23)NC1=O	16	-1	0	1	-4	-2	-9	-6	3
13	Cc1nc2ccccc2c(=O)n1-c1ccccc1[N+](=O)[O-]	12	11	-1	-4	0	-15	10	-14	8
14	Cc1ccc(-c2nn(CCC#N)cc2C(=O)O)cc1C	6	12	0	-1	8	-6	-5	1	8
15	CCC1(CC)C(=O)NC(=O)N(CCc2ccccn2)C1=O	/	/	3	/	4	-7	/	/	12
16	CC1CCCCN1Cc1c[nH]c2ccccc12 (stereo not drawn)	32	-13	0	9	11	-7	-7	-1	19
17	CC[N+]1(C)CCCC(OC(=O)C(O)(c2ccccc2)c2ccccc2)C1 (stereo not drawn)	16	-18	3	-3	-7	-5	-3	-6	8
18	COc1cc2[nH]c(=S)n(-c3ccccc3)c(=O)c2cc1OC	1	-1	1	10	4	1	-2	-9	12
19	CCOC(=O)C1=C(N)OC2=C(C(=O)CCC2)C12C(=O)N(C)c1ccccc12 (stereo not drawn)	10	-7	2	4	3	2	3	9	5
20	CCOC(=O)N(c1ccccc1)P1(=S)OCC(C)O1 (stereo not drawn)	9	-19	3	-2	-2	7	-7	-4	10
21	COC(=O)c1ccccc1-n1c(C)nc2ccccc2c1=O	11	5	-2	3	-6	2	-1	3	15
22	O=C(c1ccco1)C12CN3CN(CN(C3)C1)C2	6	1	3	2	3	-8	-2	-17	7
23	O=C(COc1ccccc1F)N1CCN(CCN2C(=O)c3cccc4cccc(c34)C2=O)CC1	-2	-6	4	7	15	-10	4	6	-18
24	c1cc(CCN2CCCC2)ccn1	12	5	-17	-4	-9	-5	-3	-4	-8
25	C=Cn1ccnc1P(=S)(c1ccn(C)c1)c1nccn1C=C	9	-4	1	8	3	-6	-10	-8	11
26	Cn1c(O)c(C(=N)COc2ccccc2)c(=O)n(C)c1=O	21	-4	1	-3	1	-12	4	-9	5
27	O=c1[nH]c(=O)n(C2CCCCC2)c(O)c1/C=C/C=Nc1ccccc1	5	-6	-34	7	5	-2	1	16	17
28	Cc1ccc(N2C(=O)NC(=O)C3(Cc4ccccc4N4CCN(c5ccccc5)CC43)C2=O)cc1 (stereo not drawn)	7	-16	3	-5	-4	11	-9	12	5
29	CCC(=NCCOc1ccc(Cl)cc1)c1c(O)n(C)c(=O)n(C)c1=O	32	4	1	-7	13	3	-7	17	22
30	CC(C)(C)C1(CCO)C(=O)NC(=S)NC1=O	/	/	-1	/	8	-4	/	/	14
31	C/C(=N\Nc1ccccc1)c1c(O)n(C)c(=O)n(C)c1=O	17	0	0	11	1	16	-4	7	8
32	COc1ccc(-c2nn(CCC#N)cc2C(=O)Nc2ccc(C(C)=O)cc2)cc1	11	0	-1	-5	-17	3	-3	-15	12
33	Cc1cccc(CN2CCN(C(=O)Cc3ccccc3)CC2)c1	1	14	1	5	-6	-5	6	-4	0
34	CN1C[C@H]2CON(C)[C@H]2C[C@H]1c1cccc(Br)c1	/	/	-1	/	6	-8	/	/	0
35	O=c1[nH]c(=S)n(C2CCCCC2)c(O)c1/C=N/N1CCOCC1	-13	-4	-24	6	-5	-5	-3	-4	32
36	COc1ccc(OC)c(NC(=O)N2C[C@H]3C[C@@H](C2)c2cccc(=O)n2C3)c1	-6	12	-1	1	7	-3	5	-5	40
37	CSc1ncc(/C=C2/C(=O)NC(=O)N(C)C2=O)cn1	13	-12	1	1	33	2	0	0	25
38	CC1Oc2cc3c(-c4c(O)cc(O)c5c(O)c6c(cc45)OC(C)C(C)C6=O)c(O)cc(O)c3c(O)c2C(=O)C1C (stereo not drawn)	9	28	65*	16	23	24	7	15	89*
39	CN1CC(C(=O)c2ccc(Cl)cc2)C(c2ccc(Cl)cc2Cl)C1 (stereo not drawn)	30	-1	2	4	9	-2	5	19	24
40	CC(C)N1CC=C(c2c[nH]c3ccccc23)CC1	18	0	-8	-2	-2	3	-7	1	-72
41	O=C(Cn1cc(C(=O)c2ccccc2F)c2ccccc21)NCc1ccco1	14	-2	0	2	-7	-4	0	-2	2
42	C=CCn1c(O)c(C(=O)CCCCCC)c(=O)[nH]c1=O	5	-11	2	-2	-27	-7	-5	4	19
43	CCOC(=O)C(O)(c1ccc(N(CC)C(=O)OC)cc1)C(F)(F)F (stereo not drawn)	10	-4	1	0	-4	13	-12	-7	22
44	O=C(Cn1c(=O)n(CC2CS2)c2ccccc21)N1CCCCCC1 (stereo not drawn)	-6	15	0	5	0	-5	-3	0	23
45	CC(C)CN(C(=O)CN1CC=C(c2ccccc2)CC1)c1c(N)n(CC(C)C)c(=O)[nH]c1=O	7	-3	-14	5	3	-1	4	5	-2
46	O=c1[nH]c(O)c(C=Nc2ccc(Cl)c(C(F)(F)F)c2)c(=O)[nH]1	12	-7	3	3	14	-4	-8	7	-62
47	Cc1ccc(C)c(-n2c(C)nc3ccccc3c2=O)c1	8	-6	-1	-1	4	4	3	-8	3
48	COc1ccc(/C=C/C(=O)c2c(O)n(CCC3=CCCCC3)c(=O)[nH]c2=O)cc1	2	-2	-38	2	-3	6	-2	21	-15
49	Cc1ccc(-n2c(O)c(C=NCCCn3ccnc3)c(=O)[nH]c2=O)cc1	20	5	0	5	18	-3	15	-15	11
50	COc1cc2c(cc1OC)CN(c1ccc([N+](=O)[O-])c(C(F)(F)F)c1)CC2	50*	4	-35	3	17	1	0	30	4

Quoted at random: three entries already listed, in no set order.
cpd	SMILES	NALP3 yeast inh	SENP6 inh	SENP1 inh	SENP7 block	PfGluPho inh	HKDC1 inhibitor	SENP8 block-1	Apaf1 inhib	SENP8 block-2
48	COc1ccc(/C=C/C(=O)c2c(O)n(CCC3=CCCCC3)c(=O)[nH]c2=O)cc1	2	-2	-38	2	-3	6	-2	21	-15
42	C=CCn1c(O)c(C(=O)CCCCCC)c(=O)[nH]c1=O	5	-11	2	-2	-27	-7	-5	4	19
45	CC(C)CN(C(=O)CN1CC=C(c2ccccc2)CC1)c1c(N)n(CC(C)C)c(=O)[nH]c1=O	7	-3	-14	5	3	-1	4	5	-2

Next part
cpd	SMILES	NALP3 yeast inh	SENP6 inh	SENP1 inh	SENP7 block	PfGluPho inh	HKDC1 inhibitor	SENP8 block-1	Apaf1 inhib	SENP8 block-2
51	CC12CN3CCN(C1)CC(C)(C3)C2=NO	-1	-46	1	-11	-3	11	-6	-2	11
52	COc1cccc(CC(=O)N(C)C2CCCN(Cc3ccccc3F)C2)c1 (stereo not drawn)	42	-7	3	-22	-11	-6	-6	5	0
53	CC1NCCC2(O)CCCCC12 (stereo not drawn)	-12	-19	2	-8	-10	-4	-11	-5	5
54	COC(=O)C1=C(c2ccc(-c3ccccc3)c(F)c2)C[C@@H]2CC[C@H]1N2C(=O)NCCCOC(C)C	12	11	-2	1	8	-4	5	27	11
55	CCN(CC)c1ccc(C=C2C(=O)NC(=S)NC2=O)cc1	19	3	-3	5	39	6	9	-1	1
56	Cc1ccc(N(C)C(=O)Oc2cccc3ccc(C)nc23)cc1	33	-19	0	1	-10	-4	-4	-2	33
57	Brc1ccc(C2N3CCCN23)cc1 (stereo not drawn)	10	-6	1	2	-6	-79	4	-9	9
58	COc1ccc(Br)cc1CNCCc1cccc(Cl)c1	24	-15	0	-4	27	-3	-3	5	28
59	CCOc1cccc(N2C(=O)/C(=C/c3ccco3)C(=O)NC2=S)c1	22	-36	-8	-7	-9	11	15	-4	10
60	C=CCn1c(O)c(C(C)=Nc2ccc(N(CC)CC)cc2)c(=O)[nH]c1=O	-3	-1	4	7	20	-5	3	27	32

Screens deposited in PubChem by Sanford-Burnham Center for Chemical Genomics.

The list is partial; rates above refer to the full screens.
